Compound activity from PubChem BioAssay.
EPAC2 antagonist – antagonists of human EPAC2 | 360,000 tested, 0.18% active | Potency, µM (series often up to 114 µM), for the others: top-dose activity, negative = inhibition, most hits filed as inhibitors | AID 720708 | EPAC2 GEF exchange of Rap1B-BODIPY-GDP, fluorescence; further: potency means the concentration at half of the fitted maximal effect; on the % scale 0 is the no-effect control and ±100 the full control effect; nearly all actives have a fitted effect of over 45% in size; many of its hits are not listed in these tables
MmCpn inh – inhibitors of Methanococcus maripaludis chaperonin (MmCpn) | purified Mm-Cpn ATPase, ADP Transcreener TR-FRET | Potency, µM (titrated, usually from 76.9 µM), inactives show at the highest dose activity, negative = inhibition, usual class: inhibitors | 330,000 tested, 0.031% active | AID 504842; further: potency means the concentration at half of the fitted maximal effect; on the % scale 0 is the no-effect control and ±100 the full control effect; nearly all actives have a fitted effect of over 80% in size
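TR-FRET (320 nm excitation; 590 and 665 nm emission) reports ADP made from 10 uM ATP by 25 nM enzyme; compounds were preincubated 10 min, reaction run 30 min, both at 37°C.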
EPAC2 ag – agonists of human EPAC2 (RAPGEF4); EPAC2 activation, biochemical qHTS; response scale: 100% = 6.5 mM cAMP response; Q8WZA2; Potency, µM (series often up to 154 µM), without a hit: top-dose activation, hits mostly activators; 360,000 tested, 0.079% active; further: potency means the concentration at half of the fitted maximal effect; nearly all actives have a fitted effect of over 50% in size
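Compounds were titrated in qHTS against a Rap1B-BODIPY-GDP (250 nM) complex with EPAC2 (100 nM) and GDP (50 uM). BODIPY-GDP release tracked at 480/540 nm over 30 min at room temperature, normalized to 6.5 mM cAMP.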
pAkt inh – inhibitors of Akt phosphorylation; Neuro2A IGF-stimulated pAkt S473 HTRF, 20 min; stronger effect = lower value; activity change, % for hits at 50 µM; AID 651550; 360,000 tested, 0.32% active; in the data active means activity change below about -80%; inconclusive means mostly about -51% to -80%; further: on the % scale 0 is the no-effect control and ±100 the full control effect
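Neuro2A cells (4,500/well, DMEM with 0.5% FBS) were treated with compound at a single 50 µM final concentration, stimulated with 6 nM IGF for 20 min at 37 °C, and lysed. Phospho-Akt Ser473 was read by HTRF as 665/615 ratio ×10^4.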
DRD3 agonist – activates the human D3 dopamine receptor; P35462; D3R DiscoveRx beta-arrestin cells, luminescence, 90 min; max activation, %; 410,000 tested, 0.58% active; in the data active means max activation above about 30%; further: 0% is about no effect; mostly tested at two doses, the higher about 12 µM
Target sequence (P35462 whole entry, looked up): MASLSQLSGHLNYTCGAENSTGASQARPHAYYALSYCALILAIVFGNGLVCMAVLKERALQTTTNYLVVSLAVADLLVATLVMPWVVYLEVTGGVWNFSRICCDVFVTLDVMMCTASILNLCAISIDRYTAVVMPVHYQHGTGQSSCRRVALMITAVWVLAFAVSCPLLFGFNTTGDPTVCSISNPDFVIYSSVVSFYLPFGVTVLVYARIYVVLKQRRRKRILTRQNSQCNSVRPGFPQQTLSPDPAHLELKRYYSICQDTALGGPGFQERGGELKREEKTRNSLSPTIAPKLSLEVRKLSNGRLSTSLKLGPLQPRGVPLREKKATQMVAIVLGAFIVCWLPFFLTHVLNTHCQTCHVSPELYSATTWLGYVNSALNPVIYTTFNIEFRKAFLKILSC
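Agonist-mode cell screen: cells plated at 1500/well and incubated overnight at 37 °C, then exposed to library compounds for 90 min at 37 °C. Detection reagent was added for 30–60 min at room temperature, and luminescence was read.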
D3 antag – blocks the human D3 dopamine receptor; D3R cells, DiscoveRx beta-arrestin luminescence, antagonist mode; stronger effect = lower value; P35462; 360,000 tested, 2.5% active; max response, negative = inhibition, %; in the data active means max response below about -50%; inconclusive means no clear call, values can overlap the other calls; further: on the % scale 0 is the no-effect control and ±100 the full control effect; mostly tested at two doses, the higher about 12 µM
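Cells plated overnight at 1500 cells/well, then exposed to library compounds with dopamine controls for 90 minutes at 37 degrees C. DiscoveRx reagent added for 30–60 minutes at room temperature; luminescence read, quantitative HTS format.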
PTHR1 agonist – agonists of human PTHR1 parathyroid hormone receptor; Q03431; HEK293 GP2 PTHR1 cells, GloSensor cAMP luminescence, 1 h; Potency, µM (top dose mostly 115 µM), without a hit: at the top dose activation, most hits filed as activators; 410,000 tested, 0.075% active; AID 743266; further: potency means the concentration at half of the fitted maximal effect; nearly all actives have a fitted effect of over 55% in size; some results filed as inactive show a strong effect at the top dose; inactives centre near -15; many of its hits are not listed in these tables
Target sequence (Q03431 whole entry, looked up): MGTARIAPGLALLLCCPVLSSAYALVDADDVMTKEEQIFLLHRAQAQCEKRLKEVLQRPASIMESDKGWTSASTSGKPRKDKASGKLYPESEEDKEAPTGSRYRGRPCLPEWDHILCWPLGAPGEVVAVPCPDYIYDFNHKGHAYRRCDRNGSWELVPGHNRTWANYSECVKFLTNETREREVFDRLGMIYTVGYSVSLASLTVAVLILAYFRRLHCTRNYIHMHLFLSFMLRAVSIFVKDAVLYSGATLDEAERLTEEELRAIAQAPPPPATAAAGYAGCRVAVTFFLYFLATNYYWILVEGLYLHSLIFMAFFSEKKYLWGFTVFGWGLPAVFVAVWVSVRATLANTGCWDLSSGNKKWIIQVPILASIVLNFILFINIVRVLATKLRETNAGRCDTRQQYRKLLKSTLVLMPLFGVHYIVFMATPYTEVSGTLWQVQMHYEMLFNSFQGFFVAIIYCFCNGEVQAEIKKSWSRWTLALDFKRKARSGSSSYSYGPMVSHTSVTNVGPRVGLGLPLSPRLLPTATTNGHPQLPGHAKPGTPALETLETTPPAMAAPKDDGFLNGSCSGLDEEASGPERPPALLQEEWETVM
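HEK-293-derived GP2 cells expressing PTHR1 and a GloSensor cAMP reporter, 3,000/well, plated overnight, given luciferin plus IBMX (each 0.5 mM as added) for 1 h at 37 °C, then compound for 1 h at 37 °C. Luminescence was read after 15 min at room temperature.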
CCT modulator – modulators of cytosolic chaperonin (CCT/TRiC) activity. purified chaperonin ATPase assay, HTRF ADP detection, 30 min. activity change, % (concentration not given with the values), hits read low. 360,000 tested, 0.3% active. AID 651819; in the data active means activity change below about -30%; further: on the % scale 0 is the no-effect control and ±100 the full control effect
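Enzyme 40 or 20 nM (batch-dependent) in Tris pH 7.4/KCl/MgCl2/DTT; cpd 76 uM single point; ATP 10 uM; 30 min 37 °C; Transcreener ADP HTRF detection, 30 min RT; ratio 665/615.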
* hit, by the source's call; i = inactive; ? = inconclusive; nt = no result given; & = joins results of further samples; [ ] = another dose, or the depositor's remark. Unless noted, the call rests on the fitted dose curve; in most records, active means well fitted curve in the direction sought with a large enough effect; inconclusive means small, poorly fitted or top-dose-only effect, or another doubt; inactive means no such curve, though single readings can be large; an effect the other way counts as inactive or inconclusive.

Sample of the layout, 2 compounds:
SMILES	EPAC2 antagonist	MmCpn inh	EPAC2 ag	pAkt inh	DRD3 agonist	D3 antag	PTHR1 agonist	CCT modulator
O=C(NC1CCS(=O)(=O)C1)c1ccc(-c2ccc(Br)cc2)o1 (stereo not drawn)	-4%	-17%	-1%	i	-4	-21	i	-0.8
COc1ccc(C2NC(=O)N(C)C(C)=C2[N+](=O)[O-])cc1 (stereo not drawn)	-6%	0%	3%	i	-5	1	-21%	-0.2

The listing (from the top)
SMILES	EPAC2 antagonist	MmCpn inh	EPAC2 ag	pAkt inh	DRD3 agonist	D3 antag	PTHR1 agonist	CCT modulator
O=C(NC1CCS(=O)(=O)C1)c1ccc(-c2ccc(Br)cc2)o1 (stereo not drawn)	-4%	-17%	-1%	i	-4	-21	i	-0.8
COc1ccc(C2NC(=O)N(C)C(C)=C2[N+](=O)[O-])cc1 (stereo not drawn)	-6%	0%	3%	i	-5	1	-21%	-0.2
O=C(COc1ncnc2scc(-c3ccccc3)c12)NC1CCCc2ccccc21 (stereo not drawn)	19%	-10%	8%	i	-20	0	i	0.5
COCCN(C(=O)CNC(=O)c1ccco1)C(C(=O)NC1CCCCC1)c1cccs1 (stereo not drawn)	2%	1%	-3%	i	0	15	-5%	-2.0
Cc1nn(-c2ccccc2)c(OC(=O)c2cccs2)c1S(=O)(=O)c1ccccc1	1%	1%	0%	i	-4	1	i	-1.9
COc1ccc(NC(=O)CSc2nnc(C3CC3)n2C)cc1S(=O)(=O)N1CCOCC1	4%	1%	4%	i	2	6	i	-0.7
Cc1ccc(CNC(=O)C2COc3ccccc3O2)cc1 (stereo not drawn)	-7%	-1%	8%	i	-3	-18	i	-8.1
O=C1/C(=C/c2ccco2)SC(=S)N1C1CCS(=O)(=O)C1 (stereo not drawn)	6%	-2%	9%	i	-1	-1	-4%	0.4
CC(=O)N1CCOc2ccc(S(=O)(=O)NC(C)c3ccccc3)cc21 (stereo not drawn)	3%	1%	-2%	i	-5	-2	-14%	-3.2
CC(C)CNC(=S)N(CCN(C)C)Cc1cc2cc3c(cc2[nH]c1=O)OCO3	31%	0%	3%	i	-8	-14	14%	2.3
CCC1(c2ccccc2)NC(=O)N(Cc2ccc(C(=O)OC)cc2)C1=O (stereo not drawn)	14%	1%	2%	i	0	18	-7%	-3.0
Nc1sccc1C(=O)NCCN1CCOCC1	-1%	nt	1%	i	-8	-22	-3%	nt
COc1ccc(OCCNC(=O)c2ccc3nc(C)c(N(C)Cc4ccc(NC(C)=O)cc4)n3c2)cc1	11%	nt	5%	i	2	48	-37%	-1.0
Cc1cc(SCC(=O)Nc2ccc3[nH]c(=O)[nH]c3c2)nc2ccccc12	17%	2%	0%	i	4	0	i	1.7
CC(CC(=O)O)Nc1ccccc1O (stereo not drawn)	0%	-3%	3%	i	2	4	i	0.6
COc1ccc(C(=O)OC/C(O)=C(\C#N)c2nc3ccccc3[nH]2)cc1S(=O)(=O)N1CCOCC1	11%	-4%	-5%	i	4	3	i	1.6
Cc1nc2nc(COc3ccccc3)nn2c(C)c1Cl	7%	-12%	-11%	i	3	6	i	1.2
C[C@H]1CN([C@@H](C)CO)S(=O)(=O)c2ccc(Br)cc2O[C@H]1CN(C)C(=O)Cc1ccccc1	14%	nt	-11%	i	2	14	-48%[inhibitor]	-0.5
Cc1cc(C)cc(N(CC(=O)NC2CCCC2)C(=O)C2(C)CC(=O)N=C3C=CC=CN32)c1 (stereo not drawn)	0%	0%	2%	i	2	-12	-42%[inhibitor]	-1.5
COc1ccc(CNC(=O)/C=C/c2ccc(S(=O)(=O)N3CCOCC3)cc2)cc1	-10%	-4%	6%	i	2	-4	-29%	-3.2
CCc1ccc(OC)c(S(=O)(=O)NCCOc2ccccc2)c1	-7%	1%	1%	i	-12	-18	-1%[57.5 µM]	-1.0
COc1ccc(Cl)cc1NC(=O)CN(C)C(=O)/C=C/c1ccco1	-4%	-1%	4%	i	-9	?	-13%	-5.5
COc1ccc(Nc2nccc(-c3ccc(C#N)cc3)n2)cc1	5%	3%	-3%	i	16	7	-9%	1.7
CCOc1ccccc1NC(=O)CSc1ccc(-c2ccco2)nn1	-10%	-2%	3%	i	3	15	-64%[inhibitor]	-2.4
CC(=O)NC(C(=O)c1ccccc1)C(=O)c1ccccc1	0%	0%	10%	i	-8	15	i	1.5
O=C(Cn1c(C(F)(F)F)nc2ccccc21)N=Nc1c(O)[nH]c2ccc(Br)cc12	22%	0%	-7%	i	6	13	-8%	1.2
Cc1c(Cl)cccc1NC(=O)Nc1ccccc1C(N)=O	-8%[57.1 µM]	0%	0%	i	-3	-10	-9%	1.7
O=C(NNC(=O)C12CC3CC(CC(Cl)(C3)C1)C2)c1ccncc1	5%	1%	13%	i	-2	-13	-9%	2.0
COC(=O)[C@@]1(Cc2ccc(OC)cc2)[C@@H]2C(=CC(=O)[C@H]2CC(=O)C(=O)N(C)C)CN1C(=O)c1ccccc1	4%	1%	15%	i	-26	23	-46%[inhibitor]	-2.1
CCC(OC(=O)c1nsc(Cl)c1Cl)C(=O)NCCOC (stereo not drawn)	8%	0%	3%	i	-7	25	-5%	4.3
COc1ccc(-c2c(C(=O)O)nc3ccccc3c2C(=O)O)cc1	-1%	2%	10%	nt	-7	19	i	-0.7
O=C(CN1CCN(c2ccccc2O)CC1)NNC(=O)c1ccc(Cl)cc1	16%	-1%	-4%	i	1	4	-15%	0.2
Cc1nc(Nc2ccc(Cl)c(Cl)c2)sc1C(/C=C/c1ccc2c(c1)OCO2)=NNc1ccc([N+](=O)[O-])cc1[N+](=O)[O-]	0%	nt	5%	i	-17	?	-7%	-1.2
Cc1ccc(OCC(=O)N/N=C\c2ccc(-c3cccc(C(=O)O)c3)o2)c(C)c1	0%	-1%	1%	i	4	30	i	-1.7
O=C(N/N=C\c1ccc(-c2cccc(Cl)c2)o1)C(=O)NC1CCCC1	8%	0%	0%	i	16	7	i	-1.5
CCN(CC)C(=O)COc1ccc2c3c(c(=O)oc2c1)CCCC3	4%	-3%	-2%	i	4	-23	-15%	0.3
CC1CCCC(C)N1/N=C/c1ccc(Cl)cc1 (stereo not drawn)	2%	1%	-6%	i	2	15	-3%[57.5 µM]	-1.7
O=C(NCc1cccnc1)c1ccc(S(=O)(=O)Nc2ccccc2)cc1	4%	3%	13%	i	-6	8	i	-0.3
CNS(=O)(=O)c1cnccc1N1CCN(c2cccc(C)c2)CC1	-2%	0%	5%	i	5	-9	-17%	1.0
CCCCCNS(=O)(=O)c1cc2c3c(c1)CCC(=O)N3CCC2	4%	-2%	-1%	i	8	6	-3%	-0.3
O=C(c1cccc(S(=O)(=O)N2CCCc3ccccc32)c1)N1CCN(c2ccccc2)CC1	2%	0%	2%	i	-13	-27	-30%[inhibitor]	3.2
CN(Cc1ccccc1)C(=O)c1cccc(NC(=O)Cc2cccc(NC(=O)C3CCN(C(=O)C4CCC4)CC3)c2)c1	11%	nt	-5%	i	0	22	-33%[inhibitor]	-0.1
CCCNC(=O)Cn1c(=O)oc2cc(S(=O)(=O)N3CC(C)CC(C)C3)ccc21 (stereo not drawn)	2%	0%	8%	i	4	-16	-12%	-3.6
COc1ccc(S(=O)(=O)N2CCC(C(=O)Nc3ccc(F)cc3)CC2)c2cccnc12	4%	0%	15%	i	3	-12	-17%	-2.1
C=CCOc1ccc(C2N3CC4(CC)CN2CC(CC)(C3)C4=O)cc1 (stereo not drawn)	0%[57.1 µM]	0%	?	i	2	-7	-14%[57.5 µM]	0.0

Four compounds from above, limited to DRD3 agonist, MmCpn inh and EPAC2 antagonist.
Compound	DRD3 agonist	MmCpn inh	EPAC2 antagonist
O=C(N/N=C\c1ccc(-c2cccc(Cl)c2)o1)C(=O)NC1CCCC1	16	0%	8%
CCN(CC)C(=O)COc1ccc2c3c(c(=O)oc2c1)CCCC3	4	-3%	4%
CC1CCCC(C)N1/N=C/c1ccc(Cl)cc1 (stereo not drawn)	2	1%	2%
O=C(NCc1cccnc1)c1ccc(S(=O)(=O)Nc2ccccc2)cc1	-6	3%	4%

Going on with the list:
SMILES	EPAC2 antagonist	MmCpn inh	EPAC2 ag	pAkt inh	DRD3 agonist	D3 antag	PTHR1 agonist	CCT modulator
CCCCNC(=O)CCn1nc(-c2ccc(Cl)cc2)c2ccccc2c1=O	-2%	-5%	0%	i	-6&-2	-16	-8%	-0.1
CCc1nn(CCCC(=O)N2CCN(c3cccc(C)c3C)CC2)c(=O)c2cc3occc3n12	-16%	1%	13%	i	8	10	-95%[inhibitor]	0.2
O=C(CCC(=O)Nc1ccccc1Cl)N/N=C1\CCCc2ccccc21	-2%	1%	7%	i	-5	-9	i	-0.8
CN(CCC#N)c1ccc(C=C(C#N)c2ccc(Br)cc2)cc1	-6%	nt	13%	i	3	14	-31%[inhibitor]	-0.2
COCCCNc1ncnc2ccc(C)cc12	6%	-1%	-4%	i	0	11	-40%	-0.6
CCOP(=O)(OCC)c1cccc(P(=O)(c2ccccc2)c2ccccc2)c1O	-7%	-5%	1%	i	3	1	i	-0.5
COc1cc(/C=C2/C(=O)N(c3ccc(C)c(C)c3)N=C2C)cc([N+](=O)[O-])c1O	5%	0%	10%	i	-12	-22	-40%[inhibitor]	0.8
COc1ccc(S(=O)(=O)NCc2ccco2)cc1-c1nnc2c3ccccc3c(C)nn12	7%	1%	7%	i	-2	-19	i	-0.3
CN(Cc1ccccc1)C(=O)CCC1CCN(C(=O)CC2=CCCCC2)CC1	1%	-2%	5%	i	-2	-9	-21%	-1.0
Cn1cc(Cl)c(C(=O)OCC(=O)Nc2cccc(Cl)c2)n1	3%	-4%	8%	i	3	1	i	-0.4
Cc1ccc(S(=O)(=O)NCCOc2nc(N(C)C)nc(N3CCOCC3)n2)cc1	11%	0%	1%	i	-5	-9	i	0.6
COc1cc(C(=O)N2CCCc3ccccc32)cc(OC)c1OC	1%	0%	2%	i	-1	3	-3%	-0.3
Nc1nnc(SCC(=O)NC2CCCCCCC2)s1	4%	-1%	11%	i	-15	-26	-66%[inhibitor]	0.1
Cc1noc(C)c1S(=O)(=O)Nc1ccc2c(c1)C(=O)N([C@H](C)CO)C[C@H](C)[C@@H](CN(C)Cc1ccc(C(=O)O)cc1)O2	-5%	3%	5%	i	-14	5	-4%	-0.8
CCc1ccc(CNCc2cccnc2)cc1	6%	2%	-1%	i	-2	?	i	-3.3
CCC(=O)OCCNc1cc(SCCC(=O)OC)c2nonc2c1[N+](=O)[O-]	0%	1%	-14%	i	-4	-14	-26%	-0.3

These rows are one share of the data; the hit share may differ from the screen's.
